Screens deposited in PubChem BioAssay by several laboratories.
TRPC4 block: blocks the mouse TRPC4 cation channel; HEK293 TRPC4beta/mu-opioid, DAMGO-evoked Fluo4 calcium flux; stronger effect = lower value; B-score at 10 µM; 0.39% of 300,000 active; Q9QUQ5;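 active = B-score over 3 SD under the library average, no early fluorescence shift, positive overall ratio signal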
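System: stable TRPC4beta/mu-opioid receptor HEK293 cells; Dosing: single-point compound dosing; Measured by: Fluo4 Ca2+ flux fluorescence; Read-out basis: per-well B score of integrated baseline-normalized Fluo4 ratio.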
PolyA inhibitor: blocks polyadenylation in yeast reporter cells; S. cerevisiae SKY197-pL101 polyadenylation reporter, beta-gal luminescence; efflux-impaired pdr1/pdr3 knockout yeast; score 100 = 6 SD above DMSO; 0.02% of 300,000 active; calls only at 12 µM;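 active = lowest replicate activity score at least 50, where 100 means six control SD above control mean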;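 note: yeast exposed to compound for 9 h at 30 °C; higher score means more reporter readthrough which indicates perturbed polyadenylation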
Platelet DG rel: platelet dense granule release activity. human platelet-rich plasma, SFLLRN dense granule ATP release, luminescence. 0.22% of 300,000 active. inhibition, %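 (compounds screened at 7.5 µM in platelet-rich plasma)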;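 active = mean replicate score, as percent of positive control, at or above 50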
TRPC4 potent: TRPC4 (mouse) allosteric potentiation; Q9QUQ5; B-score at 10 µM; HEK293 TRPC4beta/mu-opioid, DAMGO EC20, Fluo-4 Ca2+ flux; stronger effect = higher value; 0.42% of 310,000 active;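 active = B-score of calcium response area above 5 SD of library B-scores, with initial fluorescence ratio within 5 SD of library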;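 note: B-score of integrated fluorescence ratio over time as area under calcium response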
TRPC4 agonist: activators of mouse TRPC4 channel; Q9QUQ5; HEK293 TRPC4beta/mu-opioid, Fluo4 calcium fluorescence; stronger effect = higher value; B-score at 10 µM; 0.49% of 310,000 active; AID 2237;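 active = B-score above 5 SD of library B-scores, and initial fluorescence ratio not above library mean plus 5 SD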;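 note: positive B-score marks a calcium rise read as TRPC4 activation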
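Technique: kinetic Fluo4 calcium fluorescence; Test system: TRPC4beta and mu-opioid receptor HEK293 stable cells; Measure: B-scored integrated calcium fluorescence ratio; Benchmarks: low control buffer alone, high control maximal DAMGO; Schedule: 45 min room-temperature Fluo4 loading, 110 s read.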
Dyrk1A ADPGlo: inhibitors of rat Dyrk1A kinase. ADP-Glo luminescence, NFATc1 peptide. inhibition, % at 12.5 µM. 0.43% of 310,000 active. AID 504441; in the data active = inhibition above about 50%;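 note: plate controls were vehicle with enzyme for no effect and no enzyme for full effect; many of its hits are not listed in these tables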
KCNQ1 act: human KCNQ1 channel potentiation or activation | B-score at 10 µM | 0.35% of 310,000 active | AID 2648 | CHO-K1 KCNQ1, thallium flux FluxOR fluorescence; stronger effect = higher value | P51787;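 active = fluorescence ratio B-score, a plate-corrected score, at least three library SD, with initial intensity B-score within 5 SD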
Target sequence (P51787 whole entry, looked up): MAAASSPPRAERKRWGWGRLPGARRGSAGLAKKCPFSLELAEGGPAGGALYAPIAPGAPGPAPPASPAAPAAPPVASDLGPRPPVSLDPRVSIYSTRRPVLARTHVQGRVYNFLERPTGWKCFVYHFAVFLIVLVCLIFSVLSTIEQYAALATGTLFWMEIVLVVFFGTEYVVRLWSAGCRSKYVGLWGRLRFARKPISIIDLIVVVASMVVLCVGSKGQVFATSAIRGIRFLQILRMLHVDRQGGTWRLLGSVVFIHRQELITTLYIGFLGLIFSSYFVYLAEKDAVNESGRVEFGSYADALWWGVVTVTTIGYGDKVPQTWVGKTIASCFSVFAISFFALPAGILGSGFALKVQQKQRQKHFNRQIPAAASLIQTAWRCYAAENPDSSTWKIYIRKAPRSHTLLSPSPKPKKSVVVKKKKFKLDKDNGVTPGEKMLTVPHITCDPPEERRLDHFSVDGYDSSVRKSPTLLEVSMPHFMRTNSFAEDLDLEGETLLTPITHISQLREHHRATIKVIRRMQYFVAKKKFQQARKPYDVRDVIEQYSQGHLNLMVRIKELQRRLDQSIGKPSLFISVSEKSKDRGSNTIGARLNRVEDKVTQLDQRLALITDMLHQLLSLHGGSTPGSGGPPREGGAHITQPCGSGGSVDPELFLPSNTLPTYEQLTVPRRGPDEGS
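Medium – assay buffer, equal DMSO in all wells · Material – CHO-K1 cell line with stable KCNQ1 potassium channel expression · Signal – kinetic FluxOR thallium fluorescence, 10-s 1-Hz baseline, 110-s post-stimulus read · Compound – single concentration per compound, DMSO matched to controls · Schedule – 37 °C overnight plating, 90-min dark dye load, 20-min compound pretreatment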
KCNQ1 inh: blocks the human KCNQ1 potassium channel; P51787; CHO-K1 KCNQ1, FluxOR thallium flux fluorescence; stronger effect = higher value; B-score at 10 µM; 1.3% of 310,000 active; AID 2642;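 active = compounds whose thallium flux B-score, printed positive for inhibition, exceeds three library SD while starting fluorescence stays within three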;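 note: channel opened by potassium depolarization with thallium stimulus after 20 min compound exposure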
KCNK9 block: human KCNK9 channel inhibition. Q9NPC2. HEK293 KCNK9, FluxOR thallium flux fluorescence; stronger effect = lower value. B-score at 10 µM. 1.2% of 310,000 active. AID 488922;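 active = ratio B-score over 3 SD below the library mean, with starting fluorescence within 5 SD of its mean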;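 note: negative B-score means less thallium flux so channel inhibition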
Target sequence (Q9NPC2 whole entry, looked up): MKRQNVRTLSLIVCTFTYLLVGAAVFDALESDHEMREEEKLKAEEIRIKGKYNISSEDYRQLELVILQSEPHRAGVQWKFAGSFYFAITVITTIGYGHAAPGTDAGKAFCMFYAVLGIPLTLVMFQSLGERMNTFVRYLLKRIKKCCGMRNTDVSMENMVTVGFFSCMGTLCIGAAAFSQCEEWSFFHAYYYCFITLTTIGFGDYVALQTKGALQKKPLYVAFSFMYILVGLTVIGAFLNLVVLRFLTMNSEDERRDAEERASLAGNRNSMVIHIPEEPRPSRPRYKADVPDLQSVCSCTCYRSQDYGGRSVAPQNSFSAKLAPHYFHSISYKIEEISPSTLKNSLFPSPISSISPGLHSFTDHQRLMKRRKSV
hERG protect: compounds protecting human hERG from proarrhythmic drug block | Q12809 | CHO-hERG, FluxOR thallium flux, dofetilide IC70 present | activation (rescue from dofetilide block), less the hit threshold, % at 10 µM | 0.51% of 310,000 active;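 active = activation above the mean of controls blocked by dofetilide plus 5 SD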;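 note: thallium influx through hERG after potassium depolarization seen as dye fluorescence rise; in these data hits start at about 4.7%; inactives centre near -7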
KCNK3 block: human KCNK3 channel inhibition, primary screen; 0.84% of 340,000 active; CHO-KCNK3 thallium flux, FluxOR fluorescence; stronger effect = lower value; AID 602410; O14649; B-score at 10 µM;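 active = B-score under library mean minus 4 SD, starting fluorescence ratio at most library mean plus 5 SD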;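 note: more negative B-score means stronger inhibition of thallium flux through KCNK3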
* marks the source's active call; other numbers are inactive results; i = inactive; · = not tested or not shown. Only part of the results is shown. The share of hits here may be higher or lower than overall.

SMILES | TRPC4 block | PolyA inhibitor | Platelet DG rel | TRPC4 potent | TRPC4 agonist | Dyrk1A ADPGlo | KCNQ1 act | KCNQ1 inh | KCNK9 block | hERG protect | KCNK3 block
CC(c1ccccc1)C1CC(=O)N(CC(=O)O)C1=O (stereo not given) | i | i | -1 | i | i | -1 | i | i | i | -7 | i
COc1cccc(NC(=O)CN(C)C(=O)CNC(=O)c2ccc(Oc3ccccc3)cc2)c1 | i | i | 6 | i | i | 7 | i | i | i | -16 | i
CCC(=O)N1CCc2cc(Br)cc(S(=O)(=O)NC3CCN(Cc4ccccc4)CC3)c21 | i | i | -1 | i | i | -6 | i | i | i | -6 | i
O=C(NNc1cc(Cl)ccc1Cl)C1CCC1 | i | i | 2 | i | i | · | i | i | i | 1 | i
Cc1ccc(C(=O)NCCc2csc(C)n2)cc1 | i | i | 2 | i | i | 1 | i | i | i | -3 | i
CCCCC(=O)Nc1ccc(C(=O)NNC(=S)NC(=O)c2ccccc2[N+](=O)[O-])cc1 | i | i | -4 | i | i | -10 | i | i | i | -10 | i
CC(=O)Nc1cccc(C(=O)OCC(=O)NC(=O)c2ccccc2)c1 | i | i | -11 | i | i | 4 | i | i | i | -5 | i
COc1ccc(-c2csc(N(CCCN(C)C)C(=O)c3ccc(Br)cc3)n2)cc1 | i | i | 2 | i | i | -4 | i | i | i | -7 | i
Nc1nc2n[nH]nc2c(=O)[nH]1 | i | i | -6 | i | i | 2 | i | i | i | -1 | i
COCCNc1oc(-c2cccs2)nc1S(=O)(=O)c1ccc(C)cc1 | i | i | -2 | i | i | 1 | i | i | i | -11 | i
O=C(COC(=O)CSCC(=O)N1CCCCC1)Nc1ccc(Cl)cc1 | i | i | -1 | i | i | 5 | i | i | i | -19 | i
COc1ccc(CCN(C)CCN2C(=O)c3ccccc3C2=O)cc1OC | -8* | i | 0 | i | 159* | 1 | i | i | i | -6 | i
COc1ccc(NC(=O)C(c2ccc(C)cc2)N(C)C(=O)CNC(C)=O)cc1 (stereo not given) | i | i | 7 | i | i | 5 | i | i | i | -2 | i
Cc1cc(NC(=O)CSCC(=O)NCc2cccc(C(F)(F)F)c2)no1 | i | i | -6 | i | i | -5 | i | i | i | -9 | i
COc1ccc(-n2c(C)nn(CCOc3ccccc3)c2=O)cc1 | i | i | -2 | i | i | · | i | i | i | -5 | i
Cc1ccc(N2CC(C(=O)NCc3nnnn3-c3ccc(C)c(C)c3)CC2=O)cc1 (stereo not given) | i | i | -12 | i | i | -2 | i | i | i | -3 | i
CC(C)COn1c(=S)[nH]c2ccccc2c1=O | i | i | -1 | i | i | 6 | 8* | i | i | -4 | i
COC(=O)C(NS(=O)(=O)c1ccc(N2CCCC2=O)cc1)c1ccccc1 (stereo not given) | i | i | 11 | i | i | -6 | i | i | i | -9 | i
CC(=O)Nc1cccc(Oc2nc(C(F)(F)F)nc3ccccc23)c1 | i | i | -4 | i | i | 2 | i | i | i | -10 | i
O=C1CC(c2ccc(S(=O)(=O)N3CCN(c4ccccc4)CC3)cc2)CN1 (stereo not given) | i | i | -4 | i | i | 33 | i | i | i | -7 | i
Cc1ccc(C(=O)NCCNC(=O)c2ccc(C)o2)o1 | i | i | 8 | i | i | -4 | i | i | i | -10 | i
Cc1ccc(NC(=O)Cn2nc(-c3ccco3)ccc2=O)cc1Cl | i | i | -3 | i | i | -5 | i | i | i | -11 | i
CCCn1cnc2c(N)c(C)c(C)cc21 | i | i | -3 | i | i | -2 | i | i | i | -8 | i
Cc1nc(C(=O)NC(C)C)nn1-c1cc(Cl)cc(Cl)c1 | i | i | -1 | i | i | -1 | i | i | i | 1 | i
Cc1ccc(Cl)cc1NC(=S)N(Cc1cccnc1)Cc1ccccc1Cl | i | i | 1 | i | i | · | i | 6* | i | -3 | i
COc1ccc(-c2nc(CS(=O)CC(=O)NCCc3ccc(OC)c(OC)c3)c(C)o2)cc1 (stereo not given) | i | i | 3 | i | i | -1 | i | i | i | -6 | i
O=C(Cn1ncc2c(=O)oc3ccccc3c21)NCCC1=CCCCC1 | i | i | -7 | i | i | 0 | i | i | i | -2 | i
O=C(NC(=S)Nc1ccc2oc(=O)ccc2c1)c1ccccc1F | i | i | 2 | i | i | · | i | i | i | -3 | i
COc1ccc(CNC(=O)C(=O)NCc2ccncc2)cc1 | i | i | 0 | i | i | 6 | i | i | i | -3 | i
CCn1c2ccccc2c2cc(CN3CCN(S(=O)(=O)CC)CC3)ccc21 | i | i | -7 | i | i | · | i | i | i | -4 | ·
COCCNC(=O)c1c(N)n(CCCn2ccnc2)c2nc3ccccc3nc12 | i | i | 8 | i | i | 1 | i | i | i | -15 | i
O=C1CC(c2ccccc2)CN1S(=O)(=O)c1ccccc1 (stereo not given) | i | i | 0 | i | i | -4 | i | i | i | -7 | i
O=C(c1ccc(Cl)cc1)N(Cc1ccco1)C1CCS(=O)(=O)C1 (stereo not given) | i | i | 8 | i | i | 4 | i | i | i | -5 | i
CSCCC(NC(N)=O)C(=O)NCc1cccc(Cl)c1 (stereo not given) | i | i | -4 | i | i | 0 | i | i | i | 3 | i
CCN(CC)S(=O)(=O)c1ccc(Cl)c(C(=O)Nc2ccc(Cl)cc2[N+](=O)[O-])c1 | i | i | 24 | i | i | 1 | i | i | -6.6* | -16 | i
COc1ccc(OCCC(=O)NCc2ccccc2)cc1 | i | i | -1 | i | i | -2 | i | i | i | -9 | i
COCCCNC(=S)NNC(=O)c1ccc(C(C)(C)C)cc1 | i | i | -2 | i | i | · | i | i | i | -2 | i
COc1cc(C2(c3ccc(O)c(OC)c3)C(=O)N(C)c3ccc(Br)cc32)ccc1O | i | i | 5 | i | i | 7 | i | i | i | -3 | i
O=C(O)C1C2C=CC3(CN(Cc4ccccn4)C(=O)C13)O2 (stereo not given) | i | i | 2 | i | i | 12 | i | i | i | -11 | i
Cc1cccc(C)c1NC(=O)CC(NCCc1ccccc1)C(=O)O (stereo not given) | i | i | -6 | i | i | -1 | i | i | i | -6 | i
Cc1ccccc1C(=O)NC1CCN(CC(=O)Nc2ccc3c(c2)OCO3)CC1 | i | i | -7 | i | i | -1 | i | i | i | -14 | i
Cc1ccc(CNC(=O)COc2ccc(C)nc2[N+](=O)[O-])cc1 | i | i | -1 | i | i | 1 | i | i | i | -11 | i
CCOc1cc(-c2noc(CCCC(N)=O)n2)cc(Br)c1OC | i | i | 0 | i | i | -5 | i | i | i | -12 | i
N#Cc1cccc(Nc2c3c(nc4ccccc24)CCC3)c1 | i | i | -1 | i | i | -2 | i | i | i | -6 | i
O=C(CN1CCCC1)Nc1ccc2c(c1)CCC2 | i | i | 0 | i | i | · | i | i | i | 1 | i
O=C(NNC(=O)c1cccc2ccccc12)c1ccco1 | i | i | 1 | i | i | 5 | i | i | i | -7 | i
COc1cc2c(C)nc3c(c(C)nn3-c3ccccc3)c2cc1OC | i | i | -4 | i | i | 5 | i | i | i | -12 | i
O=C(C1=C(O)C(=O)N(CCCN2CCOCC2)C1c1ccccn1)c1cc2ccccc2o1 (stereo not given) | i | i | -4 | i | i | 5 | i | i | i | -3 | i
CCOC(=O)CC1C(=O)NCCN1C(=O)Nc1ccc(Cl)cc1 (stereo not given) | i | i | 2 | i | i | -8 | i | i | i | -6 | i
O=C(Nc1ccccc1)N1CCc2c([nH]c3ccccc23)C1C(F)(F)F (stereo not given) | i | i | 0 | i | i | 2 | i | i | i | -3 | i

Reprinted at random: 2 records from the list, in no set order.
SMILES | TRPC4 block | PolyA inhibitor | Platelet DG rel | TRPC4 potent | TRPC4 agonist | Dyrk1A ADPGlo | KCNQ1 act | KCNQ1 inh | KCNK9 block | hERG protect | KCNK3 block
O=C(NNC(=O)c1cccc2ccccc12)c1ccco1 | i | i | 1 | i | i | 5 | i | i | i | -7 | i
Cc1ccccc1C(=O)NC1CCN(CC(=O)Nc2ccc3c(c2)OCO3)CC1 | i | i | -7 | i | i | -1 | i | i | i | -14 | i

New compounds follow.
SMILES | TRPC4 block | PolyA inhibitor | Platelet DG rel | TRPC4 potent | TRPC4 agonist | Dyrk1A ADPGlo | KCNQ1 act | KCNQ1 inh | KCNK9 block | hERG protect | KCNK3 block
CCS(=O)(=O)c1nc(S(=O)(=O)c2ccc(Cl)cc2)c(N2CCC(C(N)=O)CC2)s1 | i | i | -2 | i | i | -4 | i | i | i | -4 | i
COc1cccc(NC(=S)NC(=O)/C=C/c2ccco2)c1 | i | i | 11 | i | i | 16 | i | i | i | -1 | i
O=C(c1cc(Br)c(Br)s1)N1CCN(C/C=C/c2ccccc2)CC1 | i | i | -8 | i | i | 2 | i | i | i | -4 | i
O=[N+]([O-])c1ccccc1S(=O)(=O)Nc1ccc(-c2ccc(N3CCOCC3)nn2)cc1 | i | i | -7 | i | i | 6 | i | i | i | -2 | i
CCOC(=O)C1CCCN(Cc2nc(N)nc(Nc3ccccc3OC)n2)C1 (stereo not given) | i | i | 2 | i | i | 1 | i | i | i | -13 | i
CN1CCN(C(=O)c2ccc3c(c2)S(=O)(=O)c2ccccc2C3=O)CC1 | i | i | 4 | i | i | -8 | i | i | i | -9 | i
COc1ccc(N(CC(=O)NCc2ccc(Cl)cc2)S(=O)(=O)c2c(C)n[nH]c2C)cc1 | i | i | -9 | i | i | 4 | i | 7* | i | -22 | i
Clc1ccc(OCc2nc(-c3ccncc3)no2)cc1 | i | i | -1 | i | i | 4 | i | i | i | -3 | i
CC(C)(C)c1ccc(S(=O)(=O)NCC(=O)N2CCN(Cc3ccccc3)CC2)cc1 | i | i | 3 | i | i | 12 | i | i | i | -5 | i
O=C(N/C(=C/c1cccc([N+](=O)[O-])c1)C(=O)N1CCOCC1)c1ccccc1Br | i | i | -9 | i | i | -6 | i | i | i | -5 | i
COc1ccc(/C=N/NC(=O)c2ccccc2O)cc1Cn1cc([N+](=O)[O-])cn1 | i | · | -3 | i | i | -5 | i | i | i | -12 | i
CCCN(CCC)C(=O)c1ccc2c(c1)OCO2 | i | i | 0 | i | i | 0 | i | i | i | -15 | i
COc1cccc2sc(N(CCN(C)C)C(=O)/C=C/c3cccs3)nc12 | i | i | -2 | i | i | · | i | i | i | -18 | i
COc1ccc(CNC(=O)CCCn2ncn3c(cc4occc43)c2=O)cc1 | i | i | -10 | i | i | -4 | i | i | i | -7 | i
Cc1ccc(OC(=O)CCC(=O)Nc2ccc(C(N)=O)cc2)cc1 | i | i | -3 | i | i | 3 | i | i | i | -2 | i
